Bioassay records as filed in PubChem.
EP2 modulator = modulators of human EP2 prostaglandin E2 receptor | induction, % at 25 µM | 260,000 compounds, 0.83% hits | AID 940 | EP2-expressing cells, cAMP HTRF FRET, PGE2 co-stimulation;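 active = compounds whose cAMP rise, as percent of the full-agonist control response, exceeds 60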;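 also: rat C6 glioma line stably carrying human EP2 under a CMV promoter; the protocol text gives 20 µM as final concentration; 100% = response of wells given 1 µM PGE2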
Target sequence (P43116 whole entry, looked up): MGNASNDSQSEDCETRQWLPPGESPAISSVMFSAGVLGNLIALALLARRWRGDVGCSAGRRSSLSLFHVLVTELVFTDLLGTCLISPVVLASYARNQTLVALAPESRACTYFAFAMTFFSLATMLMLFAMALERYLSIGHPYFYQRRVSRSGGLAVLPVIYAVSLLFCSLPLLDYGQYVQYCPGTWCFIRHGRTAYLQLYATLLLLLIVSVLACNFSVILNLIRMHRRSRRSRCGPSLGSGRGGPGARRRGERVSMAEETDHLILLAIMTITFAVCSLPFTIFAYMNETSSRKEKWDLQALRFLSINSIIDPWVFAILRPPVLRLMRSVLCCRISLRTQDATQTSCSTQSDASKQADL
PGE2 EP2 inh = inhibitors of human EP2 prostaglandin E2 receptor; AID 1422; 260,000 compounds, 0.52% hits; inhibition, % at 25 µM; C6 glioma cells expressing human EP2, cAMP TR-FRET; cells stimulated with saturating PGE2;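 active = percent inhibition above 40 after rounding to a whole number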;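 also: rat C6 glioma host cells with rolipram phosphodiesterase inhibitor present; the protocol text gives 20 µM as final concentration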
The depositor's hits bear a star; & = joins results of further samples. Not all compounds are listed, so the mix of outcomes need not match the whole.

SMILES	EP2 modulator	PGE2 EP2 inh
CCC(=O)Nc1sc2c(c1C(N)=O)CCCCC2	-19.3	14.5
CC(=O)N1c2ccc(NC(=O)c3cc4c([nH]c3=O)CCCCC4)cc2CC1C (stereo unspecified)	-46.1	10.6
Cc1ccc(C)c(C(=O)CSc2nnnn2C)c1	-68.0	3.5
CCN(Cc1ccccc1)S(=O)(=O)c1ccc(S(=O)(=O)NCc2ccc3c(c2)OCO3)cc1	-32.5	18.3
COc1ccc2c(c1)C1(SC(NC(C)=O)=NN1C(C)=O)C(=O)N2C (stereo unspecified)	1.9	11.3
O=C(O)CCC(=O)Nc1nc(C2CC2)cs1	9.5	4.9
Cc1ccc(CN(CCCn2ccnc2)Cc2c(F)cccc2F)o1	21.5	4.8
Cc1ccc(N(C(=O)Cn2nnc3ccccc32)C(C(=O)NC2CCCC2)c2ccsc2)cc1 (stereo unspecified)	20.6	9.3
O=C(Nc1cc(Cl)ccc1Cl)c1cccs1	8.1	14.2
COc1ccc(C(NC(=O)C2(c3ccccc3)CC2)c2nccn2C)cc1OC (stereo unspecified)	-31.1	8.8
COc1cccc(/C(O)=C2/C(=O)C(=O)N(CCCn3ccnc3)C2c2ccc(C)o2)c1 (stereo unspecified)	8.1	7.4
C=Cn1ncc(CN(CCCN(C)C)Cc2ccco2)c1C	-7.8	7.7
Cc1[nH]c2ccc(-c3nnc(SCC(=O)NC4CCCCC4)o3)cc2c1C	-62.7	17.5
COc1cccc(OC)c1C(=O)Nc1ccc(N2CCN(C(=O)C(C)C)CC2)cc1	6.9	8.2
Cc1nc(N)sc1C(N)=O	0.7	12.7
O=[N+]([O-])c1cnn(Cc2ccccc2Cl)c1	16.5	16.5
COCCN1C(=O)C(=O)/C(=C(\O)c2ccc(C)cc2)C1c1ccc(O)c(OC)c1 (stereo unspecified)	-0.2	6.1
Cn1c(=O)[nH]c(=O)c2c1nc(SCCO)n2Cc1ccccc1Cl	17.8	11.0
Cc1ccc(C(=O)c2ccsc2NC(=O)CN2CCOCC2)cc1	41.2	6.5
C=CCn1c(=O)c(C(=O)Nc2cc(C)ccc2C)c(O)c2ccccc21	-11.3	6.0
C#CCOc1cccc(CN2CCC(O)(c3ccccc3OC)CC2)c1	-16.9	7.2
OC(CN1CCC2(CC1)CC(O)c1ccccc1O2)c1ccc2c(c1)CCCC2 (stereo unspecified)	-92.2	11.5
Cc1ccc(S(=O)(=O)OCC(=O)O)cc1	9.6	11.3
COc1ccccc1NC(=O)CSc1nc2sc3c(c2c(=O)[nH]1)CCCC3	-44.7	8.8
O=S(=O)(Nc1ccccc1)c1ccc(NS(=O)(=O)c2cccs2)cc1	-0.3	15.2
(list continues)
SMILES	EP2 modulator	PGE2 EP2 inh
O=C(/C=C/c1ccco1)NC(=S)Nc1ccccc1Cl	-22.6	12.4
Cc1ccc2nc(C3CCCCN3C(=O)c3cc(CC(C)C)on3)[nH]c2c1 (stereo unspecified)	-111.6	8.5
CCN1CCN(C(=O)c2c(NC(=O)c3cccs3)sc3c2CCC(C)C3)CC1 (stereo unspecified)	7.1	4.1
COc1cc(-c2nnc(-c3ccccc3Cl)o2)cc(OC)c1OC	-55.5	7.2
O=C(Nc1cccc2ccccc12)c1cccc(NC(=O)c2ccco2)c1	-101.0	10.8
C=CCNC(=S)Nc1ncc(C)s1	-53.8	13.5
CCC(c1nnnn1C1CCCCC1)N(Cc1cc2cc3c(cc2[nH]c1=O)OCCO3)C1CCCC1 (stereo unspecified)	16.2	7.5
C[C@@H]1CC[C@@]2(OC1)OC1CC3C4CC=C5C[C@@H](O)CC[C@]5(C)C4CC[C@]3(C)C1[C@@H]2C (stereo partly specified)	14.1	8.1
O=C(CCCC(=O)N(CC(=O)NC1CCCCC1)c1ccc(F)cc1)Nc1ccccn1	17.2	19.7
O=C(Cc1ccccc1)Nc1ccc(NC(=O)c2ccco2)cc1Cl	-48.7	9.4
COc1ccc(C(=O)Nc2cc(NC(=O)c3ccco3)ccc2OC)cc1	-10.7	13.3
CC1(C)CC[C@]2(C(=O)O)CC[C@]3(C)C(=CCC4[C@@]5(C)CC[C@H](O)[C@@](C)(CO)C5CC[C@]43C)C2C1 (stereo partly specified)	27.7	10.1
Cc1cc2c(cc1NC(=O)COc1ncnc3ccccc13)OCCO2	9.9	7.2
CC(C)C(=O)c1cn(CC(=O)N2CCCC2)c2ccccc12	12.1	8.1
COCCn1nnnc1C(c1cc2cc(C)ccc2[nH]c1=O)N1CCN(c2ccccc2OC)CC1 (stereo unspecified)	-20.6	5.8
Clc1ccc(C(c2nnnn2CC2CCCO2)N2CCN(C3CCCC3)CC2)cc1 (stereo unspecified)	3.6	6.5
CC[C@@H](Cn1ncc2ccccc2c1=O)NC(=O)c1cnc(C)cn1	-3.9	5.8
CCCn1c(SCC(=O)N2CCC(Cc3ccccc3)CC2)nc2c1c(=O)n(C)c(=O)n2C	3.6	11.6
COc1ccc(CC(=O)NCC2CCN(c3nc(C)cc(C)n3)CC2)cc1	-34.0	6.8
CCOC(=O)c1cc2sccc2n1CCCC#N	22.6	10.7
Cc1ccc2c(CC(=O)NC(C)Cc3cccs3)c(C)[nH]c2c1C (stereo unspecified)	-92.9	4.4
COc1ccc(NCc2nnc(SCC(=O)Nc3cccc(Cl)c3)n2C)cc1	-26.9	8.4
COc1cc(/C=C2\C(=O)NN(c3ccc(Cl)cc3)C2=O)cc(OC)c1OC	-86.9	18.1
Cc1ccc(CN(Cc2ccc3ncccc3c2)CC2CCCO2)o1 (stereo unspecified)	15.0	10.9
COc1ccc(-c2noc(C3CCCN(S(=O)(=O)c4ccc(NC(C)=O)cc4)C3)n2)cc1 (stereo unspecified)	-69.1	9.6
Later entries.
SMILES	EP2 modulator	PGE2 EP2 inh
CCOC(=O)Cc1csc(NC(=O)COc2ccc(C)cc2C(C)(C)C)n1	31.9	10.1
CCc1cc2ccc(C)cc2nc1SCC(=O)Nc1c(C)cccc1C	24.4	23.2
COc1ccc(CCC(=O)c2c(O)cc(O[C@@H]3O[C@H](CO)C(O)[C@H](O)C3O[C@@H]3O[C@@H](C)[C@H](O)[C@@H](O)[C@H]3O)cc2O)cc1O (stereo partly specified)	3.5	13.1
Cc1cc(/C(O)=C2/C(=O)C(=O)N(CCCN3CCOCC3)C2c2ccncc2)ccc1OC(C)C (stereo unspecified)	30.9	10.6
O=C(CSc1nnc(-c2ccc(F)cc2)o1)N1c2ccccc2Sc2ccccc21	2.3	11.9
CCCN1CC=C2C(C1)C(c1ccc(C(=O)OC)cc1)C(C#N)=C(N)C2(C#N)C#N (stereo unspecified)	33.0	17.9
Cc1ccc(C)c(NC(=O)COc2ccc(N3CC(C(N)=O)CC3=O)cc2)c1 (stereo unspecified)	9.5	10.8
Cc1ccc(N2CCCC2=O)cc1S(=O)(=O)Nc1ccc2c(c1)oc(=O)n2C	-18.9	2.7
CC(C)(C)NC(=O)N1CCN(C(=O)NC(C)(C)C)CC1	10.2	13.1
Cc1cccc(C)c1NC(=O)CSc1nc2cc3c(cc2cc1C#N)OCCO3	9.9	19.2
O=C(Nc1cccc(NC(=O)c2cc3ccccc3o2)c1)c1ccc(F)cc1	-58.5	18.7
CCCC(c1nnnn1CCc1ccccc1)N(Cc1cc2cc(C)ccc2[nH]c1=O)C1CCCC1 (stereo unspecified)	53.4	17.9
N#Cc1nc2c(C#N)c(N)n(CCN3CCOCC3)c2nc1C#N	-30.7	8.8
CCC(C)(C)n1nnnc1C(c1cc2cc(OC)ccc2[nH]c1=O)N1CCCc2ccccc21 (stereo unspecified)	52.3	9.5
CCn1cc(C(=O)N2CCC(n3c(C)nc4sc(C)c(C)c4c3=O)CC2)c(C)n1	-16.3	8.0
COc1ccc(CN(Cc2cc3ccc(C)c(C)c3[nH]c2=O)C(=O)NC2CCCCC2)cc1	26.2	8.8
CCCC(c1nnnn1C1CCCC1)N(Cc1cc2c(C)cc(C)cc2[nH]c1=O)C1CCCCC1 (stereo unspecified)	20.5	6.9
CCN(CC)c1ncc(CN2CC(CN3CCOCC3)c3ccccc32)s1 (stereo unspecified)	-23.5	5.9
O=C(NC1(c2cccc(F)c2)CCCC1)c1cccc(N2CCCCS2(=O)=O)c1	-31.0	3.7
CCN1CCN(CC(=O)NC23CC4CC(CC(C4)C2)C3)CC1	-16.8	7.3
Cc1c(C(=O)NC2(c3ccccc3)CCCC2)sc2ncn(C)c(=O)c12	-8.1	5.5
COc1ccc2[nH]c(=O)c(C(c3nnnn3Cc3ccccc3)N3CCCC(C)C3)cc2c1 (stereo unspecified)	33.1	6.8
O=C(CSc1nc(-c2ccco2)cc(C(F)(F)F)n1)NCc1ccccc1	-141.0	3.8
COc1ccccc1C(C(=O)NC1CCCC1)N(C(=O)c1csnn1)C1CCCCC1 (stereo unspecified)	11.3	4.6
O=C(O)c1cc(-c2ccc(-c3ccccc3)cc2)nc2cc3ccccc3cc12	-51.8	45.7*

Record cards, from the list above. Values in the order: EP2 modulator	PGE2 EP2 inh
Cc1ccc(CN(Cc2ccc3ncccc3c2)CC2CCCO2)o1 (stereo unspecified) is entered as 15.0	10.9
CCCN1CC=C2C(C1)C(c1ccc(C(=O)OC)cc1)C(C#N)=C(N)C2(C#N)C#N (stereo unspecified) is entered as 33.0	17.9
COc1cccc(OC)c1C(=O)Nc1ccc(N2CCN(C(=O)C(C)C)CC2)cc1 is entered as 6.9	8.2

Remaining list, next part.
SMILES	EP2 modulator	PGE2 EP2 inh
COCCN1C(=O)C(=O)/C(=C(\O)c2ccc(OC)cc2)C1c1ccc(O)c(OC)c1 (stereo unspecified)	11.1	11.2
CCOC(=O)c1cc(-c2ccccn2)c(N2CCOCC2)s1	-30.2	5.6
FC(F)(F)c1cc(-c2ccc3c(c2)OCO3)nc(=S)[nH]1	33.8	11.5
NC(=O)c1c(NC(=O)CN(C(=O)C2CCC2)C2CCCC2)sc2c1CCCC2	2.8	3.3
COCCn1c(SCC(=O)Nc2ccc3c(c2)OCCO3)nnc1-c1ccccc1	4.7	15.6
Cc1ccc(S(=O)(=O)C2(C(=O)N[C@@H](C)Cn3nnc4ccccc43)CC2)cc1C	9.6	4.9
Cn1c(N2CCC(C(=O)Nc3ccc4c(c3)OCO4)CC2)nc2ccccc21	-38.0	2.6
COc1ccc(CCNc2c(C(C)=O)nnn2-c2ccc(OC)cc2)cc1	-54.4	8.6
Cc1ncccc1-c1cc2cccnc2n1CCCNC(=O)C(C)(C)C	49.7	2.1
CCOc1ccc2ccccc2c1/C=C\c1nc(O)c([N+](=O)[O-])c(=O)[nH]1	-25.2	5.3
CCCNC(=O)c1c(NC(=O)c2ccccc2OC)sc2c1CCCC2	14.3	14.9
COc1cc(C2NC(=O)C(O)=C2C(C)=O)ccc1O (stereo unspecified)	-65.1	-0.1
Fc1cccc(-c2cc3nc4c(c(N5CCNCC5)n3n2)CCCC4)c1	-21.8	22.4
COc1ccc(-n2c(SCC(=O)Nc3ccc(C)c(C)c3)nnc2-c2cccnc2)cc1	-23.9	17.9
CCN(CC)C(=O)C1CCN(S(=O)(=O)c2ccc(OC)c(C)c2)CC1	4.8	12.9
OC(CN1CCN(c2ccccc2Cl)CC1)c1ccc2c(c1)OCCCO2 (stereo unspecified)	-61.1	7.4
O=C(NC1CCCCC1)C1C2C=CC3(O2)C1C(=O)N(C1CC1)C3C(=O)NC1CCCCC1 (stereo unspecified)	12.2	10.4
O=C(OCc1ccccc1)c1ccccc1	42.6	19.0&8.7
Oc1c(CN2CCOCC2)ccc(CN2CCOCC2)c1O	2.1	13.7
CCOC(=O)CSc1nnc(COc2ccc(Cl)cc2)n1C	-5.1	3.8
CC(Sc1nc(-c2ccccc2)cc(C(F)(F)F)n1)C(=O)N1CCN(C)CC1 (stereo unspecified)	-20.9	11.1
O=C(CCN1Cc2ccccc2C1=O)NCc1nc(-c2ccccc2)no1	-35.5	3.9
Cc1ccccc1C1C(C#N)=C(N)NC(S)=C1C#N (stereo unspecified)	70.6*	14.3
CCOC(=O)CSc1nnc(CNc2cccc(Cl)c2)o1	-45.9	9.9
Oc1ccc(CNc2ccc(C(F)(F)F)cc2)c2cccnc12	-106.0	12.0

Given with each value named: entries from further up.
Oc1c(CN2CCOCC2)ccc(CN2CCOCC2)c1O
  EP2 modulator = 2.1 | PGE2 EP2 inh = 13.7
CCOC(=O)CSc1nnc(COc2ccc(Cl)cc2)n1C
  EP2 modulator = -5.1 | PGE2 EP2 inh = 3.8

An excerpt from above in order of SMILES length, smallest number first.
SMILES	EP2 modulator	PGE2 EP2 inh
Cc1ncccc1-c1cc2cccnc2n1CCCNC(=O)C(C)(C)C	49.7	2.1
COCCN1C(=O)C(=O)/C(=C(\O)c2ccc(OC)cc2)C1c1ccc(O)c(OC)c1 (stereo unspecified)	11.1	11.2
CCCC(c1nnnn1C1CCCC1)N(Cc1cc2c(C)cc(C)cc2[nH]c1=O)C1CCCCC1 (stereo unspecified)	20.5	6.9

New compounds follow.
SMILES	EP2 modulator	PGE2 EP2 inh
COc1cccc(NC(=S)N2C3CCCC2CC(NC(C)=O)C3)c1 (stereo unspecified)	-20.7	12.4
Clc1ccccc1C(Nc1cnccn1)Nc1cnccn1	22.6	11.3
COc1cc(OC)cc(C(=O)N2CCC(C(=O)NCCC3=CCCCC3)CC2)c1	-70.2	7.6
CCC(Oc1ccccc1)C(=O)Nc1nc(C)cs1 (stereo unspecified)	5.8	10.3
CCN1C(=O)C(c2ccc(F)cc2)C2(CCN(C(=O)C(C)C)CC2)C1=O (stereo unspecified)	-1.9	7.9
Cc1ccc2cc(C#N)c(N3CCN(S(C)(=O)=O)CC3)nc2c1C	22.0	7.6
COc1cccc(NC(=O)CSc2nnc(-c3cccnc3)n2CCc2ccccc2)c1	16.9	7.4

Of the compounds above, these contain a tert-butyl group.
SMILES	EP2 modulator	PGE2 EP2 inh
CCOC(=O)Cc1csc(NC(=O)COc2ccc(C)cc2C(C)(C)C)n1	31.9	10.1
CC(C)(C)NC(=O)N1CCN(C(=O)NC(C)(C)C)CC1	10.2	13.1
Cc1ncccc1-c1cc2cccnc2n1CCCNC(=O)C(C)(C)C	49.7	2.1
